Screens from PubChem.
DENV2 CPE rescue – protects cells from dengue virus 2 cytopathic effect. DENV2-infected cells, cytopathic effect rescue, plate reader. CPE inhibition, % at 9.99 µM. hit rate 1.7% among 350,000; in the data active = CPE inhibition above about 20%, passing the limit was not always enough; inconclusive = no clear call, values can overlap the other calls; tested in BHK-21 cells;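 also: 0% = median of neutral control wells and 100% = median of positive control wells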
ERp5 block – inhibitors of human ERp5; inhibition, % at 9.99 µM; AID 651711; ERp5 insulin aggregation, absorbance 650 nm, 90 min; hit rate 0.05% among 350,000;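 active = mean replicate inhibition above about 25%, with every replicate also reaching it, limit read from the data, passing the limit was not always enough; inconclusive = only one of those two criteria met; inactive = neither criterion met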
Target sequence (Q15084 whole entry, looked up): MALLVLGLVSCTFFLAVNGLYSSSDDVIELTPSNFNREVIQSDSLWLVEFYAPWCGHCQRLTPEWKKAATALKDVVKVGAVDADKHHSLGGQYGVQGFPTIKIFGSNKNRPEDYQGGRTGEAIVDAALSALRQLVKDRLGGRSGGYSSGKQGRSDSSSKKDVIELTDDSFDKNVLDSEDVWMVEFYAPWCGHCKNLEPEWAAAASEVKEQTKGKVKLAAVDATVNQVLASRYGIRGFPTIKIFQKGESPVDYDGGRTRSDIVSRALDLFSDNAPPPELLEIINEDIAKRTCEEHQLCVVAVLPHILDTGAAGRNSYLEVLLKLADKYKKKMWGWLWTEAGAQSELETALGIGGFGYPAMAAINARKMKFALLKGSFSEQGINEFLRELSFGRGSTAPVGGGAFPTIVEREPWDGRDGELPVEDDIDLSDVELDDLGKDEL
Xi reactivation – reactivates the inactive X chromosome in mouse fibroblasts | XiGFP mouse fibroblasts, % GFP-positive cells imaging, 3 d; cells co-treated with 5-aza-dC sensitizer; scaled so ellipticine positive control = 100% | activation, % at 7.58 µM | hit rate 0.055% among 360,000;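 active = mean normalized replicate activation at least 10% and every replicate at or above 10%; inconclusive = only one of the two criteria met; inactive = mean below 10% and not all replicates reach 10%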;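 also: 0% = median of on-plate neutral control wells and 100% = ellipticine 6 µM median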
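Assay system – SV40-immortalized XiGFP fibroblast cells, line 68-5-11 · Buffer or medium – DMEM supplemented with 5-aza-dC as sensitizing agent · Dosing – one concentration, pinned · Benchmarks – positive control ellipticine, 6 µM final · Times – 3 days compound exposure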
PAX8 reporter – lowers PAX8-driven luciferase in RMG-I cells; RMG-I TPO-luciferase reporter, SteadyGlo, 24 h; inhibition, % at 12.6 µM; hit rate 1.2% among 360,000; AID 652154;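 active = mean replicate inhibition at least 60% with every replicate also reaching 60%; inconclusive = only one of the two criteria is met; inactive = mean below 60% and not all replicates reaching 60%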;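 also: luciferase light reporting Pax8 driven TPO promoter activity; plate controls were median of neutral control wells for no effect and mitoxantrone controls for full effect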
ARNT-TACC3 inh – disruptors of human ARNT/TACC3 interaction; AlphaScreen His-ARNT PAS-B/GST-TACC3 binding, luminescence; TACC3 fragment carries E629A point mutation; hit rate 0.66% among 390,000; AID 623870; inhibition, % at 9.99 µM; Q9Y6A5;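 active = mean inhibition of replicates at least 50% and at least half of replicates each reaching 50%; inconclusive = half or more replicates reach 50% but mean below 50%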;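 also: 0% = complete ARNT plus TACC3 wells and 100% = ARNT alone without TACC3; many hits fall short of the cut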
INS-1E GSIS act – GLuc luminescence reporter in INS-1E cells, primary screen for activators of glucose-dependent secretion of insulin; hit rate 0.61% among 370,000; activation, % at 16.6 µM; INS-1E GLuc reporter insulin secretion, 2-3 h;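 active = lowest replicate activation of at least 40%, so every replicate reaches that level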;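 also: 0% = median of neutral control wells and 100% = median of IBMX positive control wells; some compounds called inactive have numbers as strong as hits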
CFTR F508del cor – CFTR F508del correction in bronchial cells; CFBE cells, YFP halide quenching; stimulated with forskolin plus potentiator P3; % fluorescence drop versus neutral controls; activity (quench increase), % at 7.58 µM; hit rate 0.36% among 350,000; AID 720511;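 active = mean added fluorescence quench of at least 8% versus neutral control, with both replicates also reaching 8%; inconclusive = only one of the mean or replicate conditions met; inactive = mean below 8% and not both replicates reaching 8%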;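 also: cells transiently co-express mutant CFTR-F508del with the halide-sensitive YFP; corrector assay measuring rescue of mutant channel to the surface after 24 h compound exposure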
EWS-Fli block – inhibitors of EWS/Fli oncoprotein transcriptional activity | A673 NR0B1-luciferase reporter, viability-normalised | inhibition, % at 12.6 µM | hit rate 0.67% among 350,000;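 active = mean inhibition of at least 50% after viability correction, with every replicate also passing that limit; inconclusive = mean reaches 50% but only one of two replicates passes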;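 also: firefly luciferase signal divided by Alamar Blue viability fluorescence both relative to DMSO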
Starred values were filed as active, the others as inactive; ? = inconclusive; · = no result given. No enrichment for hits (roughly 4.2% active in at least one column).

SMILES	DENV2 CPE rescue	ERp5 block	Xi reactivation	PAX8 reporter	ARNT-TACC3 inh	INS-1E GSIS act	CFTR F508del cor	EWS-Fli block
CC1CC(C)CN(c2ncnc3c2cnn3-c2ccc(Cl)cc2)C1 (configuration not stated)	-10	5	0.1	-95	-6	-3	-0.9	-27
COc1cc(/C=C/C(=O)OCC(=O)NC(=O)NC(C)C)cc(S(=O)(=O)N2CCc3ccccc32)c1OC	1	0	0.0	38	1	-19	-0.8	15
C[C@H]1CN([C@@H](C)CO)C(=O)Cc2cc(NC(=O)CCN3CCOCC3)ccc2O[C@H]1CN(C)C(=O)Nc1ccccc1	5	2	0.0	3	-8	32	-0.6	-10
CC(C)CC(COCc1ccc([N+](=O)[O-])cc1)N1CCN(C(=O)c2ccc(C(F)(F)F)cc2)CCC1=O (configuration not stated)	4	2	0.0	19	-12	-39	-0.2	1
N#Cc1c(F)cccc1NCCCn1ccnc1	-2	1	0.2	13	24	-4	1.7	4
Cc1ccc(-c2csc(NC(=S)NC(=O)c3cc4ccccc4o3)n2)cc1	·	·	0.4	0	-6	13	·	·
O=c1[nH]c(=S)n2c(c1-c1ccccc1)OC(CBr)C2 (configuration not stated)	?	-5	0.0	-4	·	2	-4.0	1
CCCCn1c(N)c(N(CC)C(=O)CSCc2ccc(C)cc2)c(=O)[nH]c1=O	8	-2	0.1	6	7	21	-2.3	16
CCCNC(=O)Nc1ccc2c(c1)OC[C@@H](C)N(Cc1ccccc1)C[C@@H](C)[C@@H](OC)CN(C)C2=O	14	4	-0.5	·	0	-12	2.6	0
CCCCCc1ccc(C(=O)CCCC)c(=S)[nH]1	11	3	0.0	-5	22	-15	1.0	9
COC(=O)c1ccc(OC(=O)c2cccnc2)cc1	·	·	0.1	-23	14	29	·	·
CCS(=O)(=O)N1CCCCN2[C@H](CO)[C@H](c3ccc(-c4ccccc4C)cc3)[C@H]2C1	-4	7	0.2	-12	-3	-17	-0.8	-7
O=C(NCCN1CCCC1)[C@@H]1N[C@@H]2c3ccc(C4=CCCCC4)c(=O)n3C[C@@H]2[C@H]1CO	8	0	0.1	-5	2	2	-2.4	3
COc1cc(OC)c(OC)cc1/C=N/NC(=O)c1ccc(CSc2nc(C)cc(C)n2)cc1	5	-8	-0.1	5	-3	15	-4.2	-3
COc1cccc(C(NC(C)=O)c2nc(-c3ccc(N(C)C)cc3)cs2)c1 (configuration not stated)	0	6	0.1	-6	·	0	1.2	2
COc1ccc(-n2ncc3c2CC(C)(C)CC3NC(=O)c2oc(C)cc2C)cc1 (configuration not stated)	-5	-16	0.0	-4	-1	-5	1.9	3
CC=Cc1ccc2n(c1=O)C[C@H]1[C@H](CO)[C@@H](C(=O)NC3CCC3)[C@@H]2N1Cc1cccnc1 (mixture of isomers)	0	-2	0.7	·	4	-2	·	0
COc1ccc(C(=O)NC(=S)Nc2ccccc2[N+](=O)[O-])cc1OC	0	9	0.0	-21	-6	9	2.6	-8
COc1cc(C(=O)NC(C)c2cccc3ccccc23)cc(OC)c1OC (configuration not stated)	-6	3	0.0	-3	-3	6	-4.1	18
O=C(C[C@H]1CC[C@H]2[C@@H](COC[C@H](O)CN2CC2CCCC2)O1)NCC1CC1	4	2	0.1	·	·	4	2.3	-7
Cc1nc2c(-c3ccc(F)cc3)c(C)nn2c(C)c1CCC(=O)Nc1ccccc1F	-6	-1	-0.2	13	-2	4	-2.2	-1
Cc1ccc(/C=C2/Sc3ccc(C(=O)NCCN4CCOCC4)cc3NC2=O)cc1	-3	4	0.1	-5	0	9	0.1	·
COc1ccccc1CN(C)C[C@H]1OCc2ccccc2-c2c(n(C)c3ccccc23)C(=O)N([C@@H](C)CO)C[C@@H]1C	-9	-4	1.4	13	·	23	1.0	0
Nc1nonc1-n1nnc(C(=O)N/N=C/c2cccc(Cl)c2)c1CN1CCCC1	13	0	0.1	8	·	8	2.7	0
COc1ccc(C2=NS(=O)(=O)N(C)C(C(=O)Nc3ccc(C(C)=O)cc3)=C2)cc1OC	-5	-11	-0.1	21	8	3	-0.5	4
COc1ccc(NC(=O)N2C[C@@H](O)COC[C@@H]3O[C@@H](CC(=O)N4CCOCC4)CC[C@H]32)cc1	11	1	0.0	-1	-2	15	-0.8	-7
CNC[C@H]1OCCCC[C@H](C)Oc2ccc(NS(=O)(=O)c3ccc(C)cc3)cc2C(=O)N([C@H](C)CO)C[C@@H]1C	-1	0	0.0	-8	43	-1	2.4	-14
CCOC(=O)N1CCN(C(=O)/C=C/c2ccc3c(c2)OCO3)CC1	0	0	0.1	-31	-25	0	·	30
CC(C)Cn1cnc2c(SCc3ccccc3)nc(N)nc21	0	0	0.2	-48	2	6	-2.7	-33
C=CCOc1ccc(/C=N/NC(C)=O)cc1OCC	3	1	0.0	5	3	40	0.4	0
CO[C@@H]1CN(C)C(=O)c2ccc(NC(=O)Nc3ccccc3)cc2OC[C@H](C)N(CC2CC2)C[C@@H]1C	-3	0	0.8	·	-1	-6	2.7	-5
C[C@H]1CN=C(N(C)C)N1CCCC1CCCC1	2	-3	0.0	13	-6	15	4.1	0
Fc1cccc(Cc2c(-c3cccc(Br)c3)nc3ccc(Br)cn23)c1	8	-2	0.2	-63	·	·	2.3	-64
Cc1nonc1NC(=O)CSc1nc(CCC2CCCC2)nc2ccccc12	-6	-6	-0.1	-4	-3	1	-2.6	3
COc1ccc(-c2nnc(NC(=O)c3ccc4c(c3)OCCO4)o2)cc1	0	-3	0.0	-15	10	-1	-0.1	8
CC(C)(CO)NC(=O)c1ccc2nc(Cc3cccc(Cl)c3)oc2c1	-5	2	0.1	-37	-4	·	·	-55
Cn1cccc1CC(=O)N/N=C/c1cc([N+](=O)[O-])ccc1Cl	0	2	0.0	13	10	9	-0.3	8
C[C@@H]1CCCCO[C@@H](CN(C)C(=O)C2CCCCC2)[C@H](C)CN([C@@H](C)CO)C(=O)c2cc(NS(=O)(=O)c3cn(C)cn3)ccc2O1	7	-2	0.1	17	-16	3	-0.5	0
CNC[C@H]1Oc2c(NC(=O)c3cc(C)nn3C)cccc2C(=O)N([C@H](C)CO)C[C@H]1C	-3	2	-0.9	-8	-4	-6	-0.4	-1
O=C1Nc2ccc(Br)cc2C1(O)Cc1ccccn1 (configuration not stated)	·	1	·	·	-1	11	-0.9	4
Cc1nn(Cc2c(Cl)cccc2Cl)c(C)c1NC(=O)c1cc(C(C)C)on1	-2	2	0.0	16	-13	-6	-0.2	-42
CCC(=O)N1[C@H](CO)[C@@H]2c3ccccc3N(C(=O)Nc3ccc(Cl)cc3)C[C@@H]21	?	-2	0.0	11	-3	2	0.6	-15
O=C(NCCO)c1ccc2c3n(nc2c1)-c1ccc(Cl)cc1CO3	·	·	0.0	-256	-1	14	3.8	-181
CCCc1ccc2c(N)c(C#N)sc2n1	6	-2	·	·	-23	-22	-3.5	-7
Cc1cc2c(cc1C)N1C(=O)c3cc4ccccc4cc3NC(=O)C1C(=O)N2 (configuration not stated)	1	10	0.2	8	·	2	-5.1	-8
CCOC(=O)C1(C)CCCN(C(=O)c2ccc3snnc3c2)C1 (configuration not stated)	?	-5	0.2	-12	·	1	-1.6	-4
COc1cccc(/C=N/NC(=O)c2ccc3nc[nH]c3c2)c1	7	-5	0.2	14	0	·	-1.4	-21
C/C(=N\NC(=S)Nc1ccc(C(C)C)cc1)c1ccc2c(c1)OCO2	5	-4	-0.1	-36	8	4	1.7	-40
COc1ccc(S(=O)(=O)N2CCCCCC2)cc1C(=O)N(C)Cc1cccc(OC)c1OC	5	9	0.1	1	15	-16	-0.6	4
C[C@H](CO)N1C[C@H](C)[C@@H](CN(C)Cc2ccc(C(F)(F)F)cc2)Oc2ccc(NC(=O)Nc3cccc4ccccc34)cc2C1=O	-11	2	-1.1	·	12	6	0.3	11
Cc1cccc(-n2c(O)c(C=Nc3ccccc3-c3n[nH]c(=S)[nH]c3=O)c3ccccc3c2=O)n1	1	5	0.0	8	7	-13	0.3	8
O=C(CSc1n[nH]c(=O)n1-c1ccccc1)Nc1ccccc1C(F)(F)F	5	2	0.2	14	3	7	-0.4	2
C[C@@H]1CN([C@H](C)CO)S(=O)(=O)c2ccc(-c3cccc(F)c3)cc2O[C@@H]1CN(C)S(=O)(=O)c1ccccc1	-1	9	-0.6	·	-5	-12	-0.9	13
CCOc1ccc(N(CC(=O)NC2CCCCCC2)S(=O)(=O)c2c(C)[nH]c(=O)[nH]c2=O)cc1	3	3	0.1	-20	2	9	-3.7	9
Cn1c(=O)c2c(nc(CN3CCc4ccccc4C3)n2Cc2cccc(Cl)c2)n(C)c1=O	1	-4	0.0	38	15	·	-1.8	18
C[C@@H]1CCCCO[C@@H](CN(C)C(=O)CCCN(C)C)[C@@H](C)CN([C@H](C)CO)C(=O)c2cc(NC(=O)C3CCCCC3)ccc2O1	1	2	-0.4	·	-2	5	0.5	-8
CCc1nc2ccc(C(=O)NC(C)(C)C)cn2c1N(CC)Cc1cccc(Br)c1	-4	5	0.0	-6	·	-30	0.6	13
C/C=C/c1ccc2c(c1)O[C@H](CN(C)Cc1ccc(F)cc1)[C@@H](C)CN([C@@H](C)CO)S2(=O)=O	-2	4	0.1	·	-2	-21	-0.6	32
CN1CC2([N+](=O)[O-])CC=C(OCCO)C([N+](=O)[O-])(C1)C2 (configuration not stated)	14	-4	0.0	1	-4	4	·	-2
COc1cc(CC(=O)Nc2cccc(C(F)(F)F)c2)cc(OC)c1OC	2	1	0.1	6	-2	-26	·	5

New compounds follow.
SMILES	DENV2 CPE rescue	ERp5 block	Xi reactivation	PAX8 reporter	ARNT-TACC3 inh	INS-1E GSIS act	CFTR F508del cor	EWS-Fli block
CCc1c(C)nc(N2CCN(Cc3ccc4c(c3)OCO4)CC2)[nH]c1=O	4	-3	0.0	-12	4	-1	0.8	2
Clc1ccc(OCc2nc(-c3ccncc3)no2)c(Br)c1	17	-2	0.0	-169	-17	-6	-3.2	-32
O=C(NC1CCC1)[C@@H]1[C@@H](CO)[C@@H]2Cn3c(ccc(-c4ccccc4F)c3=O)[C@@H]2N1Cc1ccncc1	-11	3	0.4	6	3	-1	2.3	-4
CCc1ccccc1NNC(=O)c1snnc1C	-10	2	7.0	1	-8	22	-4.3	18
Cc1c(C#N)c(O)[nH]c(=O)c1N=Nc1ccc(Br)cc1C(=O)O	1	1	0.1	-8	20	-2	5.0	-9
Cc1nonc1CN(C)C(=O)c1cc(COc2ccc(F)cc2Cl)on1	-2	3	-0.1	-55	14	-16	3.5	-2
O=C(CCNC(=O)Cn1cnc2ccccc2c1=O)NCC1CCCO1 (configuration not stated)	1	1	0.3	-3	2	-4	-0.5	5
COc1ccccc1NC(=O)Nc1ccc(Cl)c(S(=O)(=O)Nc2ccccc2OC)c1	·	·	-0.1	-9	0	-9	·	·
O=C(c1ccc(S(=O)(=O)Nc2ccccc2)cc1)N1CCC1	18	7	0.2	-1	-5	5	-1.4	2
CCCNC(=O)C[C@H]1C[C@H]2c3cc(NC(=O)Nc4ccc(OC)cc4)ccc3O[C@H]2[C@H](CO)O1	-1	-4	0.0	-7	0	10	0.3	-4
